High-throughput results: PubChem, several laboratories
West Nile antiviral: West Nile virus antiviral activity, cell-based, CPE readout (AID 1621) | West Nile virus-infected cells, CPE inhibition; higher % means a stronger effect | one-dose CPE inhibition, % at 10 µM; IC50 in µM for titrated hits | 290,000 compounds, 0.02% hits; in the data active = a potency from the dose series; inconclusive = CPE inhibition mostly from about 3.7% at the one dose, without a potency; inactive = the rest, 99 in 100 with CPE inhibition below about 2.2%; also: strong numbers were not always called active
Rac1 GTP hydrolysis: MgcRacGAP GTPase-activating activity inhibitors, confirmation, biochemical, ADP Hunter fluorescence; 340,000 compounds, 0.6% hits; AID 624330, 2012; Rac GTPase-activating protein 1 (Homo sapiens); MgcRacGAP-stimulated Rac1 GTP hydrolysis, ADP Hunter fluorescence; higher % means a stronger effect; GST-tagged Rac1 F28L mutant substrate; inhibition, % at 30 µM; hits with a dose series show IC50 in µM;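 active = first-screen hits whose inhibition reached a set limit at any dose in the follow-up dose series; inconclusive = inhibition above the set first-screen limit but never retested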;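 also: fluorescence reports GDP produced by GAP-driven GTP hydrolysis; strong numbers were not always called active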
PhoP inhibition: inhibitors of PhoP regulon expression, primary screen, Salmonella Typhimurium, GFP reporter (AID 1863); S. Typhimurium PhoP-regulated promoter GFP reporter, 4 h; higher % means a stronger effect; inhibition, % at 50 µM; hits with a dose series show IC50 in µM; 300,000 compounds, 0.16% hits;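 active = inhibition over 29.93%, a cutoff 3 SD above the screen mean, later confirmed by dose response; inconclusive = inhibition over 29.93% but no dose response follow-up; inactive = inhibition at most 29.93% or unconfirmed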;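 also: 0% = low Mg2+ inducing control and 100% = high Mg2+ repressing control; strong numbers were not always called active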
RSV CPE inhibition: RSV antiviral activity via CPE protection, HEp-2 cells, primary 10 µM value included (AID 2391) | CPE inhibition, % at 10 µM; hits with a dose series show IC50 in µM | 310,000 compounds, 0.13% hits | HEp-2 cells, RSV-induced CPE inhibition; higher % means a stronger effect; in the data active = a potency from the dose series; inconclusive = CPE inhibition mostly from about 23% at the one dose, without a potency; inactive = the rest, 99 in 100 with CPE inhibition below about 21%; also: strong numbers were not always called active
b-catenin transl: modulators of beta-catenin nuclear translocation, primary screen, imaging, HeLa cells, immunofluorescence, high-content; AID 1665, 2009; 190,000 compounds, 0.3% hits; nuclear translocation activity, % at 5 µM;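 active = nuclear translocation activity above 50% at 5 µM, with a well cell count of 50 or more; inconclusive = wells under 50 cells across six images, flagged as toxic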;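 also: per-cell ratio of nuclear to cytoplasmic median beta-catenin stain intensity; plate controls were DMSO negative control for no effect and GSK-3 inhibitor IX positive control for full effect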
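test system = HeLa cells, endogenous beta-catenin | dosing = single 5 µM dose plus 0.02–20 µM confirmation series | times = compound treatment 24 h, 37°C, 5% CO2 | technique = beta-catenin immunofluorescence imaging with DAPI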
T cell modulator: modulators of CD8 T cell-vesicle binding, primary screen, mouse 2C CD8+ T cells, flow cytometry; 2C CD8+ T cell-vesicle binding; hits give low values; calls only at 7 µM; 330,000 compounds, 0.068% hits; AID 2052, 2009;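 active = response, share of CD8 T cells binding vesicles, and their 90th percentile fluorescence all below set limits, cut at about 80% in these data, passing the limit was not always enough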
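Assay system: 2C TCR transgenic mouse naive CD8+ T cells, MACS-purified | Read-out: CD8+ gate FL2 mean fluorescence as % of same-row positive control | Signal: High-throughput flow cytometry with anti-B7-1 and anti-CD8 staining | Timing: Binding step 1.5 h, 37 °C, antibody labelling 20 min, ice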
Myeloid diff 2: induction of myeloid progenitor differentiation, primary screen, cell-based, flow cytometry, MLPCN library | AID 624256, 2012 | calls only at 10 µM | ER-HoxA9 myeloid progenitors, lysozyme-GFP differentiation | 360,000 compounds, 1% hits;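 active = normalized GFP-positive differentiation at or above the plate's own cutoff, the solvent-only control mean plus 3 SD; inconclusive = no clear call, values can overlap the other calls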;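 also: cells exposed to compound for four days before flow analysis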
SV40 large T antigen: SV40 large T antigen inhibitors, biochemical (AID 1903); SV40 large T antigen ATPase/helicase inhibition assay; higher % means a stronger effect; inhibition, % at 20 µM; hits with a dose series show IC50 in µM; 310,000 compounds, 0.39% hits; in the data active = a potency from the dose series; inconclusive = inhibition mostly from about 32% at the one dose, without a potency; inactive = the rest, 99 in 100 with inhibition below about 32%; also: strong numbers were not always called active
WT yeast gro inh: growth inhibition of WT strain, primary screen, mitochondrial fusion inhibitor project, WT and mutant strains, chemical genetic. 190,000 compounds, 2.1% hits. inhibition, % at 10 µM. mitochondrial fusion phenotypic screen; in the data active = inhibition above about 58%; tested in S. cerevisiae
WT yeast gro inh mutant strain: also measured in WT yeast gro inh; calls as there; inhibition, %; mitochondrial fusion phenotypic screen, mutant strain inhibition
b-catenin transl cell count 5 µM: further read-out of b-catenin transl, marked with its call; cell count; measured here: cell count, cytotoxicity flag
T cell modulator vesicle-bound %: also measured in T cell modulator; calls as there; double positive events, %; measured here: CD8+ vesicle-bound cell fraction;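 binding gate set so that unloaded-vesicle control wells show 10% double positive cells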
Myeloid diff 2 GFP+ MAC1+ %: also measured in Myeloid diff 2; calls as there; GFP+ MAC1+ double positive, %; measured here: differentiation confirmed by MAC1 staining
* hit, by the source's call; i = inactive; ? = inconclusive; · = not tested or not shown.

SMILES	West Nile antiviral	Rac1 GTP hydrolysis	PhoP inhibition	RSV CPE inhibition	b-catenin transl	b-catenin transl cell count 5 µM	T cell modulator	T cell modulator vesicle-bound %	Myeloid diff 2	Myeloid diff 2 GFP+ MAC1+ %	SV40 large T antigen	WT yeast gro inh	WT yeast gro inh mutant strain
CCn1ccnc1C(O)c1cccc(OC)c1OC (centres undefined)	0.3%	3.2%	4.0%	0.3%	·	·	i	32.4	i	4.7	-3.7%	-3.9	-7.3
Cc1c(C(=O)O)c2cc(O)ccc2n1-c1ccccc1	0.3%	8.8%	-17.1%	0.7%	-4.6	1198	i	28.6	i	0.9	22.8%	1.6	-0.3
Cc1ccc(C(=O)C2CCN(CC(=O)N3CCN(c4ccc(F)cc4)CC3)CC2)cc1	-1.5%	3.3%	-0.2%	-2.8%	2.0	1117	i	6.7	i	0.4	21.6%	11.2	5.4
Cc1cc(Cl)c(OCCOCCN2CCCCC2)c(Br)c1	-0.2%	?	1.3%	-0.5%	·	·	i	54.0	i	0.1	9.2%	-3.2	5.0
CC1(c2nnc(-c3cccc(Cl)c3)o2)CC(c2ccc(Cl)cc2)=NO1 (centres undefined)	-0.3%	6.5%	2.7%	?	·	·	i	38.6	i	2.1	8.2%	·	·
COc1ccc(N(C(=O)c2ccc3c(c2)OCO3)C2C=CS(=O)(=O)C2)c(OC)c1 (centres undefined)	0.1%	6.9%	-8.2%	1.7%	·	·	i	13.7	i	1.8	6.3%	·	·
N#Cc1c(SCC(N)=O)nc2c(c1-c1ccncc1)CCCC2	0.3%	-2.7%	-0.9%	-2.1%	1.7	1091	i	44.8	·	·	1.4%	-21.7	-26.6
COc1ccc(OCc2n(CC(=O)OC3CC(C)CCC3C(C)C)c3ccccc3[n+]2C)cc1 (centres undefined)	-0.5%	9.2%	74.9µM*	-4.4%	17.7	675	i	24.8	i	0.3	7.0%	·	·
CCN1CCN(CCOc2ccc(Cl)cc2)CC1	-0.8%	28.3%	0.1%	-0.7%	1.8	1019	i	64.5	i	0.2	-3.2%	-2.0	-15.3
CC(C)(C)c1ccc(-n2ncc3c2CCCC3NC(=O)CCn2cncn2)cc1 (centres undefined)	-1.2%	8.7%	-3.2%	13.6%	·	·	i	21.2	i	1.3	6.2%	·	·
Cn1c(C(=O)N2CCCC(C(=O)O)C2)cc2sccc21 (centres undefined)	0.0%	9.8%	-6.8%	-0.9%	·	·	i	38.8	·	·	21.1%	1.4	18.9
Cc1nc2cc(C(=O)NCc3cccnc3)ccc2n1-c1ccc(F)cc1F	0.9%	6.1%	-1.1%	0.5%	-0.2	1083	i	57.0	i	0.3	6.2%	1.5	21.2
O=C(NC1CCCCC1)C(c1ccc(F)cc1)N(C(=O)c1csnn1)C1CC1 (centres undefined)	-0.3%	3.2%	-1.4%	0.4%	·	·	i	20.2	?	·	13.8%	·	·
CCCc1cc(=O)n2[nH]c(NCc3c(F)cccc3Cl)nc2n1	0.1%	-8.4%	7.0%	0.5%	-1.3	1230	i	45.9	i	0.8	-6.2%	5.4	-4.5
Cn1c(CNC(=O)c2ccco2)nnc1SCC(=O)N1CCN(c2ccccc2)CC1	0.1%	10.3%	4.5%	0.7%	·	·	i	44.6	i	0.3	2.3%	·	·
CCCOC(=O)c1ccc(Oc2c(-c3ccc(OCC)cc3O)n[nH]c2C)cc1	2.3%	6.5%	-8.4%	-2.6%	4.7	1015	i	33.7	i	4.8	7.4%	36.8	19.8
Cc1ccc(Nc2nc(C3CC3)cs2)cc1	·	·	10.7%	·	-1.8	1119	·	·	·	·	5.4%	21.9	19.4
NC(=O)NC(=O)C(c1ccccc1)N1CCN(S(=O)(=O)Cc2ccccc2)CC1 (centres undefined)	·	5.5%	·	1.5%	·	·	i	38.5	i	0.6	·	·	·
COCCC(=O)N1CCC(Oc2ccc(C(=O)NC3CCOC(C)(C)C3)cc2)CC1 (centres undefined)	0.1%	8.9%	3.5%	5.1%	·	·	i	31.5	i	0.0	8.6%	·	·
CC1(C)CC(=O)C(C(=O)/C=C/c2ccco2)C(=O)C1	0.6%	11.1%	4.8%	-0.4%	-0.9	1594	i	43.7	i	0.7	11.5%	24.9	8.2
CC[n+]1c(/C=C/N(C)c2ccccc2)oc2ccc(F)cc21	0.3%	-0.1%	15.0%	0.7%	-2.9	502	i	24.2	?	·	11.5%	2.0	24.4
COc1ccc(C/C(C)=N/NC(=O)C2COc3ccccc3O2)cc1 (centres undefined)	-0.7%	4.2%	3.4%	1.1%	0.4	1149	i	57.1	i	0.1	31.0%	3.4	-8.4
CN(C)CCNc1c2c(c(C#N)c3nc4ccccc4n13)CCCC2	-0.3%	13.7%	-9.9%	-0.5%	-2.4	973	i	58.9	i	0.8	-4.1%	-5.9	-0.2
CCOC(=O)Cn1c(=NC(=O)CC)sc2c(C)cc(C)cc21	-0.7%	2.8%	-11.8%	0.4%	1.0	1229	i	56.4	i	0.4	5.5%	·	·
CCN(CC)c1ccc(-n2c(C)cc(C=O)c2C)cc1	0.0%	0.4%	15.9%	11.1%	·	·	i	28.2	i	0.7	21.1%	16.9	22.8
OC1(c2ccc(F)cc2)CN(c2ccccc2)C2=[N+]1CCS2 (centres undefined)	·	3.0%	-9.6%	1.8%	-1.5	1152	i	40.4	i	0.5	7.7%	-0.9	-0.9
O=C(OCC(=O)c1ccc(Cl)s1)c1ccc2ccccc2n1	-0.9%	7.8%	-2.2%	3.3%	0.0	1084	i	4.9	i	0.6	0.1%	11.9	11.0
O=C(NC(=O)c1cccc(Cl)c1)OC[C@@H]1CCCN2CCCCC12 (some centres undefined)	0.0%	3.2%	-2.2%	3.6%	·	·	i	15.2	i	1.6	0.8%	-2.4	1.2
O=C(NC1CCCCC1)N1CCN(Cc2nc3ccccc3c(=O)[nH]2)CC1	0.1%	6.4%	·	0.1%	·	·	i	30.8	i	0.4	·	·	·
Cc1cc(C)nc(NS(=O)(=O)c2ccc(N3Cc4ccccc4C3=O)cc2)n1	0.3%	11.5%	-8.3%	2.4%	-0.1	564	i	60.6	i	0.0	18.1%	-12.0	-17.8
COc1ccc(-n2c(SC(C)C(=O)N3CCOCC3)nc3ccccc3c2=O)cc1 (centres undefined)	-0.3%	6.6%	-6.1%	-0.6%	·	·	i	8.9	i	1.1	21.4%	·	·
COc1ccc(C)cc1N(C)C(=O)Cc1c(C(=O)O)n(C)c2ccccc12	0.4%	4.1%	11.8%	1.2%	·	·	i	37.2	i	0.2	0.7%	·	·
O=C(CNC(=O)c1ccc(Cl)cc1)NCc1ccccn1	·	5.6%	·	-0.3%	·	·	i	24.9	i	1.1	·	·	·
CCN(CC)CC(C)OC(=O)COc1ccc(OC)cc1 (centres undefined)	0.2%	1.8%	-3.2%	1.8%	0.0	1191	i	35.6	i	0.7	-109.2%	1.4	-1.8
O=C(C1=C[C@H](C2CC2)C[C@H](OCc2ccc(CO)cc2)O1)N1CCN(Cc2ccc3c(c2)OCO3)CC1	0.5%	2.0%	0.2%	1.6%	-0.3	1185	i	14.2	i	1.9	7.0%	-5.0	-5.4
COc1cc(OC)cc(C(=O)N[C@H](C(=O)NC23CC4CC(CC(C4)C2)C3)C(C)C)c1	-0.9%	-1.1%	14.0%	0.9%	-2.9	1220	i	15.0	i	0.4	-9.1%	14.6	13.5
CCOC(=O)CN1C(=O)C(=O)N(Cc2cccc(C)c2)C1=O	0.3%	10.4%	-1.1%	-1.9%	·	·	·	·	i	0.4	9.0%	·	·
CCCN(CC(=O)Nc1ccc(Cl)cc1Cl)C(=O)/C=C/c1cc(OC)ccc1OC	2.7%	4.8%	-8.0%	?	-0.1	996	i	42.4	i	0.6	0.1%	46.6	-5.5
Cc1cccc(C)c1N1CCN(S(=O)(=O)c2ccccc2)CC1	-0.4%	7.8%	4.7%	0.3%	-1.1	1043	i	42.6	i	0.2	1.6%	-4.1	1.5
Cc1cc(OCC(=O)NCCc2c[nH]c3ccccc23)c2c(C)c(C)c(=O)oc2c1	-0.5%	7.6%	·	0.0%	·	·	i	42.6	i	2.3	·	·	·
COc1ccc(Br)cc1S(=O)(=O)N(CC(=O)N1CCOCC1)c1ccccc1	0.8%	6.7%	-8.2%	-1.3%	2.6	1415	i	9.5	i	5.4	15.2%	7.8	1.9
CCN1C(=O)c2cccc3c(S(=O)(=O)N4CCCC4C(=O)O)ccc1c23 (centres undefined)	0.2%	6.6%	-0.7%	2.1%	·	·	i	27.0	i	0.6	4.4%	·	·
CC1=CC(C)C(C[N+]2(C)CCCCC2)C(C)C1 (centres undefined)	0.2%	2.8%	2.8%	0.2%	-0.5	1078	i	59.6	i	0.6	9.6%	-4.9	6.8
Cc1cc(C)n(-c2nc3ccccc3nc2N2CCN(C(=O)c3ccc(F)cc3)CC2)n1	-0.6%	0.6%	-7.3%	-1.7%	0.5	1047	i	24.5	i	8.8	8.8%	5.0	45.6
CCn1cc(C(=O)O)c(=O)c2cc(F)c(N3CCN(C(=S)NC(=O)c4ccc(F)cc4)CC3)cc21	-0.2%	9.9%	46.5µM*	1.0%	-0.6	1335	i	57.6	i	0.5	10.1%	·	·

Exported with bars between the fields: part of the list above
compound | West Nile antiviral | Rac1 GTP hydrolysis | PhoP inhibition | RSV CPE inhibition | b-catenin transl | b-catenin transl cell count 5 µM | T cell modulator | T cell modulator vesicle-bound % | Myeloid diff 2 | Myeloid diff 2 GFP+ MAC1+ % | SV40 large T antigen | WT yeast gro inh | WT yeast gro inh mutant strain
Cc1cc(OCC(=O)NCCc2c[nH]c3ccccc23)c2c(C)c(C)c(=O)oc2c1 | -0.5% | 7.6% | · | 0.0% | · | · | i | 42.6 | i | 2.3 | · | · | ·
Cc1cccc(C)c1N1CCN(S(=O)(=O)c2ccccc2)CC1 | -0.4% | 7.8% | 4.7% | 0.3% | -1.1 | 1043 | i | 42.6 | i | 0.2 | 1.6% | -4.1 | 1.5

This is a random part of the collection; any-hit rate near 3.6%.
